Assay outcomes as filed in PubChem.
GSTO1 counter = counter-screen for RBBP9 inhibitors: inhibitors of human GSTO1; AID 1974; P78417; recombinant GSTO1, activity-based probe fluorescence polarization; 300,000 tested, 1.1% active; inhibition, % at 5.96 µM;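 active = inhibition above the campaign mean inhibition plus 3 SD, cut at about 35% in these data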;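 also: 0% = GSTO1-1 with DMSO and 100% = wells lacking GSTO1-1 enzyme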
PAD4 inh = PAD4 (human) enzyme inhibition; Q9UM07; recombinant PAD4, RCA probe fluorescence polarization; inhibition, % at 6.36 µM; 330,000 tested, 0.41% active;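 active = percent inhibition above a cutoff equal to the mean of all tested compounds plus 3 SD, cut at about 15% in these data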;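 also: 0% = PAD4 with RCA probe and DMSO and 100% = probe without PAD4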
PAFAH1B3 FP inh = blocks human PAF acetylhydrolase 1B catalytic subunit 3; Q15102; recombinant PAFAH1B3, FP-rhodamine probe, fluorescence polarization; inhibition, % at 3.39 µM; 340,000 tested, 0.28% active;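 active = inhibition above the screen-wide average of all tested compounds plus 3 SD, cut at about 25% in these data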;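 also: 0% = enzyme with DMSO only and 100% = wells lacking PAFAH1B3 protein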
Target sequence (Q15102 whole entry, looked up): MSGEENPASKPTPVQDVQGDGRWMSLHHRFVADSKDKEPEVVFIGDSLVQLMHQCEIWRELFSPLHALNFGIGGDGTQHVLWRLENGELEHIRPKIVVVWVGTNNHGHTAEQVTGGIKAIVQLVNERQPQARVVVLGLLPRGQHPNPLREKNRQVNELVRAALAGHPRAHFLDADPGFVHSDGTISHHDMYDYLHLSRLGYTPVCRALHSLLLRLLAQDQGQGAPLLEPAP
pPAFAH inh = pPAFAH (human) enzyme inhibition | Q13093 | recombinant pPAFAH, FP-rhodamine probe fluorescence polarization | inhibition, % at 3.39 µM | 330,000 tested, 1.5% active | AID 463082;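 active = inhibition above the mean inhibition across the screen plus 3 SD, cut at about 25% in these data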;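 also: inhibitors block binding of the rhodamine activity-based probe so polarization drops; 0% = enzyme with DMSO and 100% = wells lacking pPAFAH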
LYPLA1 inh = counter-screen for PME1 inhibitors: inhibitors of human LYPLA1. O75608. recombinant LYPLA1, FP-Rh probe fluorescence polarization. inhibition, % at 5.9 µM. 320,000 tested, 0.16% active;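 active = inhibition above the mean of all tested compounds plus 3 SD, set per campaign, cut at about 14% in these data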;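 also: inhibitors block serine hydrolase probe labeling of LYPLA1 so polarization falls; 0% = enzyme with DMSO and 100% = wells lacking LYPLA1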
LYPLA2 counter = LYPLA2 (human) inhibition in PME1 counter-screen; recombinant LYPLA2, FP-Rh probe fluorescence polarization; inhibition, % at 5.9 µM; 320,000 tested, 0.38% active;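 active = inhibition above the screen-wide mean plus 3 SD, limit set per campaign, cut at about 26% in these data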;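 also: 0% = LYPLA2 with DMSO and 100% = wells lacking LYPLA2 enzyme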
PAFAH1B2 inh = inhibitors of human PAFAH1B2 | recombinant PAFAH1B2, FP-rhodamine activity probe, fluorescence polarization | 340,000 tested, 1.2% active | P68402 | inhibition, % at 3.39 µM;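 active = inhibition above the mean of all tested compounds plus 3 SD, cut at about 24% in these data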;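 also: 0% = enzyme with DMSO and 100% = wells lacking PAFAH1B2; many of its hits are not listed in these tables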
Target sequence (P68402 whole entry, looked up): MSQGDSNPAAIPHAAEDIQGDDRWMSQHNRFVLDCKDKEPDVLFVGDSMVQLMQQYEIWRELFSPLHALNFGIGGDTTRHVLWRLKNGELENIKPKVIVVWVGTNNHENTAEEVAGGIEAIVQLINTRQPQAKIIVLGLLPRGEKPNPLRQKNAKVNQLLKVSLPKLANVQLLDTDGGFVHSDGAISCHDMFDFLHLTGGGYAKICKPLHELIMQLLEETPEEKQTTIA
PREPL inh = human PREPL enzyme inhibition; Q4J6C6; recombinant PREPL, fluorescence polarization activity-based probe; inhibition, % at 5.96 µM; 320,000 tested, 0.68% active; in the data active = inhibition above about 43%;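 also: 0% = enzyme with DMSO and 100% = wells lacking enzyme; many of its hits are not listed in these tables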
PME-1 primary = blocks human protein phosphatase methylesterase 1; Q9Y570; recombinant PME-1, FP-Rh probe fluorescence polarization; inhibition, % at 5.9 µM; 320,000 tested, 0.53% active; AID 2130;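 active = inhibition above the campaign mean of all compounds plus 3 SD, cut at about 26% in these data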;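 also: competitive labeling of PME-1 active site by serine hydrolase directed probe; 0% = PME-1 with DMSO and 100% = wells lacking PME-1 enzyme; inhibitors block probe labeling so polarization falls and inhibition rises; many of its hits are not listed in these tables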
Target sequence (Q9Y570 whole entry, looked up): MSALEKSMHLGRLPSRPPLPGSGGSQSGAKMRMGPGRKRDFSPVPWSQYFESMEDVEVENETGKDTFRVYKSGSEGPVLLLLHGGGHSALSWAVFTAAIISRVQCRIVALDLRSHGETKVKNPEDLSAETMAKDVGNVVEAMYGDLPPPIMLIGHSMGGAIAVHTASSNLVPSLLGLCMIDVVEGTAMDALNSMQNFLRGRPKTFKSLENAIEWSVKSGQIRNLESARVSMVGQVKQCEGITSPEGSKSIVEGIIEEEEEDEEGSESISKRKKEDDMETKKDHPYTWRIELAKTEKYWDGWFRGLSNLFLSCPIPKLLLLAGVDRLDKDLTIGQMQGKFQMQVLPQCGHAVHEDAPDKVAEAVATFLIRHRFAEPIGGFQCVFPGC
An asterisk follows results filed as active; . = not tested or not shown; & = joins results of further samples. This is a subset; the hit share may differ from the screen's.

SMILES	GSTO1 counter	PAD4 inh	PAFAH1B3 FP inh	pPAFAH inh	LYPLA1 inh	LYPLA2 counter	PAFAH1B2 inh	PREPL inh	PME-1 primary
Cc1nc2ccccc2c2oc(C(=O)N3CCC(N4CCCCC4)CC3)cc12	4	-5	4	-3	-1	4	1	11	-3
COc1cc(/C=C/C(=O)OCC(=O)NCCc2ccccc2)cc(OC)c1OC	6	2	-3	3	1	5	-1	13	7
O=C1C(=Cc2ccco2)C(=O)c2ccccc21	38*	-2	8	28*	0	8	4	26	3
CCC(C)NC(=O)CNS(=O)(=O)c1ccc(C)cc1 (stereo unspecified)	5	-8	2	-1	3	-1	7	6	-9
CCOC(=O)c1c(NC(=O)Cn2cnc([N+](=O)[O-])n2)sc(C)c1C	0	-4	5	3	0	1	-1	2	-2
CC(=Nc1cc(C(=O)c2ccccc2)ccc1N)C1=C(O)CC(C)(C)CC1=O	6	-4	2	-3	2	3	0	10	-1
O=C(NC1CC2CCCC(C1)N2C(=O)NCc1ccccc1)C1CC1 (stereo unspecified)	30	-12	2	0	-1	-1	2	-3	0
Cc1cc2c(c(=O)n1CCN(C)C)C(c1ccccc1Br)C(C#N)=C(N)O2 (stereo unspecified)	-3	0	2	4	4	4	-2	-6	-6
O=[N+]([O-])c1ccc2nc(C3CCCCC3)[nH]c2c1	-7	-5	7	0	0	-2	4	-8	-2
COc1ccc(NC(C)C(=O)Nc2cccc(S(=O)(=O)N3CCOCC3)c2)cc1OC (stereo unspecified)	.	-2	12	-2	.	.	7	20	.
COc1ccc(Cl)cc1NC(=O)COC(=O)c1ccc(Cl)nc1	.	-7	3	4	2	6	-4	3	4
CN1CCCN(c2ccc([N+](=O)[O-])cc2)CC1	23	0	2	3	1	1	4	3	-8
CN(C(=O)COC(=O)c1cc2ccccc2cc1O)c1c(N)n(Cc2ccccc2)c(=O)[nH]c1=O	7	-2	4	1	-3	-3	2	7	-1
O=C(c1ccco1)N1N=C(c2cccs2)CC1c1ccc(F)cc1 (stereo unspecified)	2	0	7	7	7	7	6	-3	6
COc1cccc(NC(=O)CN2C(=O)NC(C)(c3ccc(C)cc3)C2=O)c1 (stereo unspecified)	9	1	-1	1	1	1	1	14	-7
CCOCCCNC(=O)c1cn(CC)c2ccc(S(=O)(=O)N(C)C3CCCCC3)cc2c1=O	-1	2	4	6	-1	6	4	-2	14
CC(C)[C@H](N)C(=O)OCCOCn1cnc2c(=O)[nH]c(N)nc21	6&9	3&4	3&1	-3&0	-2&3	0&2	1&1	-2&28	-6&4
Cc1ccc(NC(=O)NCCCCc2ccccc2)cc1	4	4	-4	2	-3	-1	0	-2	4
CCc1cc(C(c2ccccc2OC)N2CCOCC2)c(NC(=O)c2ccccc2)s1 (stereo unspecified)	2	-7	0	9	0	0	2	8	0
O=C(Nc1ccccc1F)c1ccco1	-1	-3	0	-4	-4	-3	2	-9	-5
Oc1ccc(Cl)cc1CNc1ccc(Br)cn1	-7	-2	6	16	-5	-1	1	-23	0
CC(=O)Nc1ccc(NC(=O)c2ccc(COc3ccccc3)cc2)cc1	2	3	-10	0	-3	-12	-1	-8	-40
CCN1CCN(C(=S)Nc2ccccc2Cl)CC1	2	-3	9	-7	0	-1	2	12	-4
CCCNC(=S)N1CCC(NC(=O)C23CC4CC(CC(C4)C2)C3)CC1	4	1	-1	4	1	-3	5	-3	-6
COc1ccc(NC(=O)Cc2c(C(=O)O)n(C)c3ccccc23)cc1OC	-9	-3	8	8	0	2	3	2	-1
CNC(=O)c1ccccc1NC(=O)C1CC(=O)N(c2ccc(OC)cc2)C1 (stereo unspecified)	-10	3	-2	5	0	7	2	-5	-1
CC(C)(C)OC(=O)N1CCC[C@H]1C(=O)Nc1ccc(Br)cc1	-2	-6	1	2	-4	-8	8	12	4
Cc1cc(C)n(CCNC(=O)CC2C(=O)NCCN2Cc2ccccc2C(F)(F)F)n1 (stereo unspecified)	-5	-4	-1	4	0	-5	4	5	-1
CCCCn1c(CN2CCN(C(=O)OCC)CC2)nc2c1c(=O)n(C)c(=O)n2C	4	-4	3	7	3	-2	-1	8	2
O=C(Cn1ccc2ccccc2c1=O)NCCC(=O)N1CCN(c2ccccc2)CC1	3	2	2	-3	0	4	3	-19	0

11 structures already listed, ordered by heavy-atom count, largest number first.
SMILES	GSTO1 counter	PAD4 inh	PAFAH1B3 FP inh	pPAFAH inh	LYPLA1 inh	LYPLA2 counter	PAFAH1B2 inh	PREPL inh	PME-1 primary
CN(C(=O)COC(=O)c1cc2ccccc2cc1O)c1c(N)n(Cc2ccccc2)c(=O)[nH]c1=O	7	-2	4	1	-3	-3	2	7	-1
CCc1cc(C(c2ccccc2OC)N2CCOCC2)c(NC(=O)c2ccccc2)s1 (stereo unspecified)	2	-7	0	9	0	0	2	8	0
CCCCn1c(CN2CCN(C(=O)OCC)CC2)nc2c1c(=O)n(C)c(=O)n2C	4	-4	3	7	3	-2	-1	8	2
Cc1nc2ccccc2c2oc(C(=O)N3CCC(N4CCCCC4)CC3)cc12	4	-5	4	-3	-1	4	1	11	-3
CNC(=O)c1ccccc1NC(=O)C1CC(=O)N(c2ccc(OC)cc2)C1 (stereo unspecified)	-10	3	-2	5	0	7	2	-5	-1
CC(C)[C@H](N)C(=O)OCCOCn1cnc2c(=O)[nH]c(N)nc21	6&9	3&4	3&1	-3&0	-2&3	0&2	1&1	-2&28	-6&4
CC(C)(C)OC(=O)N1CCC[C@H]1C(=O)Nc1ccc(Br)cc1	-2	-6	1	2	-4	-8	8	12	4
Cc1ccc(NC(=O)NCCCCc2ccccc2)cc1	4	4	-4	2	-3	-1	0	-2	4
CCC(C)NC(=O)CNS(=O)(=O)c1ccc(C)cc1 (stereo unspecified)	5	-8	2	-1	3	-1	7	6	-9
CCN1CCN(C(=S)Nc2ccccc2Cl)CC1	2	-3	9	-7	0	-1	2	12	-4
O=C(Nc1ccccc1F)c1ccco1	-1	-3	0	-4	-4	-3	2	-9	-5

Other entries
SMILES	GSTO1 counter	PAD4 inh	PAFAH1B3 FP inh	pPAFAH inh	LYPLA1 inh	LYPLA2 counter	PAFAH1B2 inh	PREPL inh	PME-1 primary
O=C(Nc1ccc(Cc2ccncc2)cc1)C1CCC(N2C(=O)C3C4C=CC(C5CC45)C3C2=O)CC1 (stereo unspecified)	-6	-4	10	8	1	1	4	-1	3
CCC(CC)c1nnc(NC(=O)/C=C/c2ccco2)s1	-1	-3	-1	2	1	3	5	2	2
CCOc1ccc(C(=O)N2CCCN(C(=O)c3ccc(OCC)cc3)CC2)cc1	3	-3	8	0	3	1	-4	8	1
CN(C)C(CNC(=O)c1ccc(S(=O)(=O)Nc2ccccc2F)cc1)c1ccco1 (stereo unspecified)	.	-3	6	3	-4	0	-1	20	5
Cc1ccccc1NC(=O)CN1C(=O)NC2(CCc3ccccc32)C1=O (stereo unspecified)	.	1	6	0	0	-1	0	6	2
CC(C)c1ncc(C(O)c2ccccc2)n1C (stereo unspecified)	5	4	-4	0	-4	2	2	11	1
CCN1C(=O)c2ccc(C(=O)NCc3ccccc3)cc2C1=O	5	2	11	2	3	5	3	2	-1
O=C(NNC(=O)c1cc2c(s1)CCCC2)c1ccccc1	9	-6	3	3	-3	3	1	10	-1
COc1ccc(C(CNC(=O)c2ccc(OC)c(S(=O)(=O)N3CCCC3)c2)N2CCCC2)cc1 (stereo unspecified)	.	-1	4	-2	1	-3	-2	13	1
CC1(C)OC(C)(C)/C(=C/Nc2ccc(O)cc2)C1=O	25	-1	17	21	4	18	2	14	10
Cc1cc(OCC(=O)Nc2cccc(S(=O)(=O)N3CCCCC3)c2)ccc1Cl	.	-4	-16	-18	-35	-62	-10	16	-55
COc1cccc(NC(=O)[C@@H]2CCCN2C(=O)[C@@H]2Cc3ccccc3CN2C(=O)OC(C)(C)C)c1	-6	0	2	6	-2	-2	4	4	-5
O=C(CCCn1c(=O)c2sccc2n(CC(=O)OCc2ccccc2)c1=O)NCc1ccco1	6	-2	4	2	-4	-6	-2	11	2
Cc1ccc(S(=O)(=O)N2CCOCC2)cc1NC(=O)CN1C(=O)NC(C)(c2ccc(Cl)cc2Cl)C1=O (stereo unspecified)	.	3	0	-3	.	.	2	-9	.
CCCCN(CCCC)S(=O)(=O)c1ccc2oc(C(=O)N3CCOCC3)c(C)c2c1	-43	1	2	5	-2	2	4	-1	6
CC(=O)Oc1ccc(/C=N/NS(=O)(=O)c2ccccc2)cc1	-6	-6	2	-2	-1	-5	-1	-4	-3
O=C(COC(=O)/C=C/c1ccco1)Nc1cc(S(=O)(=O)N2CCOCC2)ccc1Cl	.	-1	-2	6	.	.	2	10	.
CN1C(=O)c2ccc(NC(=O)C3CC3)cc2C1=O	-3	0	12	4	0	8	1	-7	3
CCNc1nc2c(c(=O)[nH]c(=O)n2C)n1CCCc1ccccc1	5	-1	2	-2	-1	-3	2	3	6
CCc1cc(=O)oc2cc(OCc3nn[nH]n3)ccc12	4	0	1	1	-1	0	-1	2	2
COC(=O)c1nnn(CC(=O)NC(=O)Nc2ccccc2)c1C(=O)OC	-1	0	0	4	0	-2	0	6	4
CC(=O)c1cc(C#N)c(N2CCOCC2)nc1C	-3	1	-2	-3	2	-1	6	-3	-2
COc1cccc(N(C(=O)Cn2nnc(-c3ccc(Cl)cc3)n2)C(C(=O)NCC2CCCO2)c2ccc(C)cc2)c1 (stereo unspecified)	-4	-6	1	-6	1	-3	5	10	-2
CC(=O)N1C(C(=O)O)CSC1c1ccc(C)cc1 (stereo unspecified)	-2	3	5	5	0	-1	6	2	-1
C[C@H](CO)N1C[C@H](C)[C@@H](CN(C)C(=O)NC2CCCCC2)Oc2c(NC(=O)Nc3ccc4c(c3)OCO4)cccc2C1=O	.	5	15	1	.	.	1	20	.
O=C(Nc1ccccc1)NC1(C(=O)N2CCN(c3ncccn3)CC2)CCCCC1	0	13	9	2	-1	-1	2	3	-7
CS(=O)(=O)c1ccc(-c2nnn(CC(=O)N3CCCCC3)n2)cc1	-9	2	-4	1	2	6	6	4	-3
Cc1ccc(/C=C(\NC(=O)c2ccccc2)C(=O)NC2CCN(Cc3ccccc3)CC2)o1	-2	-1	10	1	2	8	2	12	-1
CC1C=CCC2C(=O)N(c3cccc(C(=O)N4CCN(c5ccc(F)cc5)CC4)c3)C(=O)C12 (stereo unspecified)	5	0	9	9	-1	11	6	26	-3
Cc1cc(C)cc(S(=O)(=O)c2cnc3ccccc3n2)c1	-23	5	8	-3	0	-2	12	10	0
CC(C)C(=O)Nc1ccc(Sc2ccc(F)cc2)cc1	-3	2	2	8	0	3	16	4	4
Cc1cccc(-c2cc3nc(-c4ccccc4)cc(N4CCC5(CC4)OCCO5)n3n2)c1	7	-4	0	-4	-7	-8	-6	5	-7
